# procasp7 counter = counter-screen for procaspase-3 activators: activators of human procaspase-7; P55210; recombinant procaspase-7, Ac-DEVD-pNA absorbance 405 nm; D23A/D198A/D206A triple mutant, cannot self-cleave; scale: DMSO 0, 5 µM enzyme 100; activation, % at 8.5 µM; 330,000 compounds, 0.093% hits; AID 463210;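 active = percent activation above the screen-wide mean plus 3 SD, cut at about 25% in these data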
# Target sequence (P55210 whole entry D23A/D198A/D206A): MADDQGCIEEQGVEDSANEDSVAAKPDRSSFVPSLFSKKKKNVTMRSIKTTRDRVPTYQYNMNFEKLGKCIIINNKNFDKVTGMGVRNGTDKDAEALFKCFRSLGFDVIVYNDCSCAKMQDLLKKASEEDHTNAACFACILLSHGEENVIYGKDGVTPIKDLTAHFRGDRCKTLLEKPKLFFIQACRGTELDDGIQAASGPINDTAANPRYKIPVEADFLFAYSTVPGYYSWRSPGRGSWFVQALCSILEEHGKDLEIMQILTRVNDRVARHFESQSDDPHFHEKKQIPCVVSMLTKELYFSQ
#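 Replicates: singlicate. Assay system: Procaspase-7 triple mutant (PC-7 D3A). Signal: 405 nm absorbance of p-nitroaniline. Times: 1 h preincubation, 2 h reaction. Buffer or medium: Zinc-free HEPES pH 7.4 with 300 mM NaCl, 0.01% Triton X-100. Also added: DEVD-pNA substrate. Benchmarks: DMSO wells as 0%, DMSO with 5 µM added PC-7 as 100%.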
# LAP4-GFP MLPCN = alters LAP4-GFP fluorescence in TOR pathway yeast screen. GFP response vs DMSO, % at 10 µM. 320,000 compounds, 0.34% hits. AID 2023. S. cerevisiae LAP4-GFP multiplex, flow cytometry GFP, 3 h; median GFP as percent of DMSO wells;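 active = GFP response vs DMSO above a set limit, about the screen mean plus 3 SD, cut at about 150% in these data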
# AGP1-GFP MLPCN = alters AGP1-GFP fluorescence in TOR pathway yeast screen | GFP response vs DMSO, % at 10 µM | S. cerevisiae AGP1-GFP multiplex flow cytometry, 3 h; GFP as percent of DMSO wells | AID 2066 | 320,000 compounds, 0.02% hits;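 active = GFP response relative to DMSO above a set limit, near screen average plus 3 SD, cut at about 150% in these data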;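 also: median GFP channel fluorescence of the gated AGP1 strain per well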
# MEP2-GFP yeast = alters MEP2-GFP fluorescence in TOR pathway yeast screen; 330,000 compounds, 0.51% hits; S. cerevisiae MEP2-GFP strain, flow cytometry GFP, 3 h; 100% = DMSO control level; GFP response vs DMSO, % at 10 µM;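 active = GFP response versus DMSO above a set limit, roughly screen mean plus 3 SD, cut at about 180% in these data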;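 also: median GFP fluorescence of the barcode-gated MEP2-GFP cells per well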
# AHR act = activators of human aryl hydrocarbon receptor | 320,000 compounds, 2.5% hits | P35869 | activation, % at 5 µM | AHR-responsive luciferase reporter cells, luminescence; in the data active = activation above about 47%;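 also: 0% = vehicle wells and 100% = reference agonist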
# CIT2 TOR yeast = modulators of TOR pathway CIT2-GFP in S. cerevisiae; S. cerevisiae CIT2-GFP strain, flow cytometry, 3 h; 100 means same as DMSO wells; GFP response vs DMSO, % at 10 µM; 320,000 compounds, 0.065% hits;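 active = GFP response relative to DMSO above a set limit, near the screen mean plus 3 SD, cut at about 150% in these data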;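 also: ratio of well median GFP fluorescence to mean of DMSO wells on the plate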
# RPL19A TOR yeast = modulators of TOR pathway RPL19A-GFP in S. cerevisiae; AID 2025; 330,000 compounds, 0.3% hits; S. cerevisiae RPL19A-GFP strain, flow cytometry, 3 h; hits give low values; percent response vs DMSO, % at 10 µM;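 active = percent response vs DMSO below 50%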;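 also: median channel GFP fluorescence of the barcoded RPL19A-GFP strain; ratio of sample median GFP to plate DMSO average so 100% = DMSO; lower means less RPL19A-GFP as with rapamycin TOR inhibition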
# procasp3 activ = activates human procaspase-3. P42574. activation, % at 8.5 µM. 330,000 compounds, 0.11% hits. recombinant procaspase-3 D3A, Ac-DEVD-pNA absorbance 405 nm;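 active = activation above the mean of all tested compounds plus 3 SD, cut at about 21% in these data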;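 also: 0% = DMSO alone and 100% = DMSO wells spiked with extra 5 µM PC-3 D3A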
# Target sequence (P42574 whole entry D9A/D28A/D175A): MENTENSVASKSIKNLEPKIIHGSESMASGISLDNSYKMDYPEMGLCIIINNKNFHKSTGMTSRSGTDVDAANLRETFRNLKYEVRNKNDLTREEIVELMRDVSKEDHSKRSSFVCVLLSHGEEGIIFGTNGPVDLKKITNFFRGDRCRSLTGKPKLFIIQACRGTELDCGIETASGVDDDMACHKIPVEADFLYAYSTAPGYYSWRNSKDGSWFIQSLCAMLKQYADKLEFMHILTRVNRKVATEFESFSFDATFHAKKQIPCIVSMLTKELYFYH
#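 Assay system – Procaspase-3 D3A mutant, all three cleavage aspartates alanine · Controls – DMSO-only low control, 5 µM PC-3 D3A high control · Schedule – 1 h compound preincubation, 2 h substrate hydrolysis at 25 °C · Signal – 405 nm absorbance of p-nitroaniline, reads at 0 and 120 min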
# Active calls of the source: *; . = not tested or not shown. No enrichment for hits (roughly 3.5% active in at least one column).
canonical_smiles,procasp7 counter,LAP4-GFP MLPCN,AGP1-GFP MLPCN,MEP2-GFP yeast,AHR act,CIT2 TOR yeast,RPL19A TOR yeast,procasp3 activ
Cc1cccc(-n2nc3c(c2NC(=O)c2ccc4c(c2)OCO4)CS(=O)(=O)C3)c1C,0,91,95,96,6,89,97,16
COc1ccc(S(=O)(=O)NC(C)C(=O)Nc2cccc(C(C)=O)c2)cc1 (stereo not drawn),6,95,109,107,2,106,106,10
Cc1ccc(S(=O)(=O)CCSc2cccc(C(=O)Nc3ccccc3C(=O)O)c2)cc1,-14,91,97,96,-4,104,99,6
Cc1ccccc1/C=N/N1CCN(c2ccccc2)CC1,-1,98,93,101,73*,95,95,-3
CCN(CC)c1ccc(NC(=O)CN2CCN(CC(=O)Nc3ccccc3F)CC2)cc1,-3,102,104,103,7,103,98,-4
O=C(COC(=O)c1ccc(Cl)s1)c1ccc[nH]1,11,105,102,98,0,97,99,-2
CCOC(=O)C1CCN(C(=O)c2ccc(C)c(S(=O)(=O)N3CCCC3)c2)CC1,-2,84,90,98,-1,.,111,9
CCn1c(C(C)C)n[nH]c1=S,-3,99,97,106,-1,.,94,-12
Cc1c(NC(=O)c2ccc(-c3ccc([N+](=O)[O-])cc3Cl)o2)c(=O)n(-c2ccccc2)n1C,14,100,102,97,4,90,93,0
CN1CCN(CC(=O)Nc2sc3c(c2C(=O)Nc2ccccc2)CCCC3)CC1,13,107,110,106,4,117,103,3
CCOC(=O)c1ccc(NC(=O)C2CCCO2)cc1 (stereo not drawn),-2,107,82,110,0,101,104,-4
O=C(NCCN1CCOCC1)c1ccc2c(c1)ncn2C1CCCC1,14,96,96,97,1,105,102,10
COc1ccccc1-c1ccc(/C=C2/C=C(C)OC2=O)o1,-14,92,87,102,10,88,97,-7
CCn1c(SCC(=O)N/N=C/C=C/c2ccco2)nnc1-c1ccc(OC)cc1,4,90,90,107,-1,100,98,-9
Cc1ccc(NC(=O)C(C)c2ccc(-c3ccccc3)c(F)c2)c(C)c1 (stereo not drawn),2,102,105,104,0,108,102,3
CC1CCCC(C)N1C(=O)Cn1c(SCC(=O)NCc2ccc3c(c2)OCO3)nc2ccccc21 (stereo not drawn),6,96,104,102,0,100,98,-2
COc1cccc(/C=C/c2[nH]c(=O)[nH]c(=O)c2[N+](=O)[O-])c1O,3,102,109,112,0,113,105,-11
Cc1ccc(S(=O)(=O)N2CCOCC2)cc1C(=O)N1CC(C)OC(C)C1 (stereo not drawn),14,100,99,97,1,92,96,-4
COC(=O)c1ccccc1NC(=S)NC(C)=O,0,93,104,106,1,105,110,5
CCCNc1c(NC(=O)C2CCC(C)CC2)c(=O)oc2ccccc12 (stereo not drawn),1,111,100,126,-3,99,100,6

# Some of the entries above, set out differently.
SMILES: Cc1ccc(NC(=O)C(C)c2ccc(-c3ccccc3)c(F)c2)c(C)c1 (stereo not drawn)
  procasp7 counter: 2; LAP4-GFP MLPCN: 102; AGP1-GFP MLPCN: 105; MEP2-GFP yeast: 104; AHR act: 0; CIT2 TOR yeast: 108; RPL19A TOR yeast: 102; procasp3 activ: 3

SMILES: CC1CCCC(C)N1C(=O)Cn1c(SCC(=O)NCc2ccc3c(c2)OCO3)nc2ccccc21 (stereo not drawn)
  procasp7 counter: 6; LAP4-GFP MLPCN: 96; AGP1-GFP MLPCN: 104; MEP2-GFP yeast: 102; AHR act: 0; CIT2 TOR yeast: 100; RPL19A TOR yeast: 98; procasp3 activ: -2

# Going on with the list.
canonical_smiles,procasp7 counter,LAP4-GFP MLPCN,AGP1-GFP MLPCN,MEP2-GFP yeast,AHR act,CIT2 TOR yeast,RPL19A TOR yeast,procasp3 activ
CCCC(=O)Nc1c(-c2ccccc2)c(=O)c(C)nn1-c1ccc(Cl)cc1,-4,98,102,101,-1,103,103,1
Cc1ccccc1-c1nc(CS(=O)CC(=O)NC2CC2)c(C)o1 (stereo not drawn),4,92,101,105,3,103,102,-5
CCCN1C(=S)SC(C)(C)C1/[N+]([O-])=C/c1cccnc1 (stereo not drawn),13,96,97,118,1,100,92,9
Cc1cc(NC(=O)CCSc2ccc(Cl)cc2)no1,12,69,18,149,0,84,99,8
CCc1nn(C(C)C(=O)N(C)Cc2ccccc2)c(=O)c2cc3occc3n12 (stereo not drawn),2,97,102,98,1,105,100,1
CC(c1ccccn1)N(C)C(=O)c1ccc2nc(Cc3ccccc3F)oc2c1 (stereo not drawn),0,77,83,87,27,82,102,5
Cc1cc(CNC(=O)c2cccnc2Cl)c2ccccc2n1,-11,106,101,105,4,109,99,2
Cc1ccc(C(=O)c2ccc(N3CCOCC3)c(F)c2)cc1,-2,121,107,109,20,106,109,-9
O=C(C[n+]1cccc(Br)c1)c1ccc(-c2ccccc2)cc1,-1,.,102,101,42,92,91,5
C=CC[C@H](CC(=O)N[C@H](CO)Cc1ccccc1)C(=O)N[C@@H](COC(=O)[C@@H](CC=C)Cc1ccc(F)cc1)Cc1c[nH]c2ccccc12,0,108,99,101,0,96,96,-5
Cc1snc(SCC(=O)N/N=C(\N)COc2ccc(F)cc2)c1C#N,-6,97,95,102,7,88,94,-9
O=C(CNCc1cccs1)NC12CC3CC(CC(C3)C1)C2,4,102,107,114,0,105,101,-10
COc1ccc(N2CCN(C3CCCN(Cc4ccc(F)cc4)C3)CC2)cc1 (stereo not drawn),0,91,100,100,2,101,102,9
O=C(NCc1ccccc1Cl)C1CCCN1S(=O)(=O)c1ccccc1F (stereo not drawn),2,104,104,106,-4,103,103,1
CCCCSc1ncc(C(=O)OCC)c(N)n1,0,101,92,108,0,107,102,18
COc1cc2sc3ccc(-c4ccc(CN5CCOCC5)cc4)cc3c(=O)c2cc1OC,0,111,101,103,52*,92,91,-5
Cc1cccc(NC(=O)COC(=O)COc2ccc3c(c2)CCC3)c1,10,111,108,104,1,98,105,11
Cc1ccccc1OCC(=O)OCC(=O)NCc1ccc2c(c1)OCO2,7,96,101,96,0,98,98,5
O=C(NCCN1CCOCC1)c1cccc(S(=O)(=O)N(Cc2ccccc2)c2ccccc2)c1,-4,106,105,102,-2,100,97,-5
CC(C)c1ccccc1OCC(=O)NCC(c1cccs1)N1CCOCC1 (stereo not drawn),8,94,90,101,0,97,100,10
CCN1CCN(c2ncnc3sc(C)c(-c4ccccc4)c23)CC1,-1,114,102,104,0,91,99,1
Cn1cc(C(=O)NC2CCCCC2)c(=O)c2cc(S(=O)(=O)N3CCCC3)ccc21,4,104,100,113,-1,94,104,-2
CCOC(=O)C1CCN(C(=O)Nc2ccc3c(c2)nc(C)n3C)CC1,-6,101,97,100,12,95,96,3
Cc1ccc(S(=O)(=O)N/N=C\c2ccc3c(c2)OCO3)cc1,3,102,100,107,3,101,101,-3
CN(C)C(CNC(=O)NC1CCCCC1)c1cccnc1 (stereo not drawn),-1,87,97,86,3,98,92,15
COc1ccc(Cn2c(-c3ccc(Br)cc3)c[n+]3ccccc23)cc1,5,94,102,102,14,99,106,-4
CCOC(=O)c1c(NC(=O)C(F)(OC)C(F)(F)F)sc2c1CCN(C)C2 (stereo not drawn),-7,96,97,99,-1,94,99,-7
COCC(C)NC(=O)CSc1nc2cc(S(=O)(=O)N3CCCCC3)ccc2o1 (stereo not drawn),-3,97,102,101,-1,99,96,8
COc1ccc(C(=O)NCCN2CCN(C(=O)c3ccc(OC)cc3)CC2)cc1,-12,71,92,102,2,90,107,6

# Already shown: an excerpt of the list.
canonical_smiles,procasp7 counter,LAP4-GFP MLPCN,AGP1-GFP MLPCN,MEP2-GFP yeast,AHR act,CIT2 TOR yeast,RPL19A TOR yeast,procasp3 activ
Cc1ccccc1OCC(=O)OCC(=O)NCc1ccc2c(c1)OCO2,7,96,101,96,0,98,98,5
O=C(NCCN1CCOCC1)c1cccc(S(=O)(=O)N(Cc2ccccc2)c2ccccc2)c1,-4,106,105,102,-2,100,97,-5
CC(C)c1ccccc1OCC(=O)NCC(c1cccs1)N1CCOCC1 (stereo not drawn),8,94,90,101,0,97,100,10
CCN1CCN(c2ncnc3sc(C)c(-c4ccccc4)c23)CC1,-1,114,102,104,0,91,99,1
Cn1cc(C(=O)NC2CCCCC2)c(=O)c2cc(S(=O)(=O)N3CCCC3)ccc21,4,104,100,113,-1,94,104,-2
CCOC(=O)C1CCN(C(=O)Nc2ccc3c(c2)nc(C)n3C)CC1,-6,101,97,100,12,95,96,3
Cc1ccc(S(=O)(=O)N/N=C\c2ccc3c(c2)OCO3)cc1,3,102,100,107,3,101,101,-3
CN(C)C(CNC(=O)NC1CCCCC1)c1cccnc1 (stereo not drawn),-1,87,97,86,3,98,92,15
COc1ccc(Cn2c(-c3ccc(Br)cc3)c[n+]3ccccc23)cc1,5,94,102,102,14,99,106,-4
CCOC(=O)c1c(NC(=O)C(F)(OC)C(F)(F)F)sc2c1CCN(C)C2 (stereo not drawn),-7,96,97,99,-1,94,99,-7
COCC(C)NC(=O)CSc1nc2cc(S(=O)(=O)N3CCCCC3)ccc2o1 (stereo not drawn),-3,97,102,101,-1,99,96,8
COc1ccc(C(=O)NCCN2CCN(C(=O)c3ccc(OC)cc3)CC2)cc1,-12,71,92,102,2,90,107,6

# High-throughput results as filed in PubChem BioAssay.
